Screening data deposited in PubChem by The Scripps Research Institute Molecular Screening Center.
GSTO1 counter: inhibitors of recombinant GSTO1, primary screen, counter-screen for RBBP9 inhibitor project, biochemical, fluorescence polarization | 300,000 compounds, 1.1% hits | inhibition, % at 5.96 µM | AID 1974, 2009 | activity-based probe fluorescence polarization;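 active = inhibition above the campaign mean inhibition plus 3 SD, cut at about 35% in these data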;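 note: 0% = GSTO1-1 with DMSO and 100% = wells lacking GSTO1-1 enzyme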
Target sequence (P78417 whole entry, looked up): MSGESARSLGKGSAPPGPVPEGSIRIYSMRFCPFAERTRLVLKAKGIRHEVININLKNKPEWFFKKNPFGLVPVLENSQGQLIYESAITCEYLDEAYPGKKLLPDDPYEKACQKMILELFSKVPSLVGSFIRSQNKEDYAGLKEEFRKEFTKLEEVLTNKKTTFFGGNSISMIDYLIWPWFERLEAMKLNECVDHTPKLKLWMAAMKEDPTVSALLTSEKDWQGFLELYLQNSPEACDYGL
PAD4 FP inh: human PAD4 inhibitors, primary screen, biochemical, fluorescence polarization, 1536-well format. recombinant PAD4, RCA probe fluorescence polarization. 330,000 compounds, 0.41% hits. inhibition, % at 6.36 µM;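 active = percent inhibition above a cutoff equal to the mean of all tested compounds plus 3 SD, cut at about 15% in these data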;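 note: 0% = PAD4 with RCA probe and DMSO and 100% = probe without PAD4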
LYPLA1 counter: LYPLA1 inhibitors, primary screen, counter-screen for PME1 inhibitor project, biochemical, fluorescence polarization, FP-Rh probe ABPP. Acyl-protein thioesterase 1 (Homo sapiens), O75608. recombinant LYPLA1. inhibition, % at 5.9 µM. 320,000 compounds, 0.16% hits;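 active = inhibition above the mean of all tested compounds plus 3 SD, set per campaign, cut at about 14% in these data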;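 note: inhibitors block serine hydrolase probe labeling of LYPLA1 so polarization falls; 0% = enzyme with DMSO and 100% = wells lacking LYPLA1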
Target sequence (O75608 whole entry, looked up): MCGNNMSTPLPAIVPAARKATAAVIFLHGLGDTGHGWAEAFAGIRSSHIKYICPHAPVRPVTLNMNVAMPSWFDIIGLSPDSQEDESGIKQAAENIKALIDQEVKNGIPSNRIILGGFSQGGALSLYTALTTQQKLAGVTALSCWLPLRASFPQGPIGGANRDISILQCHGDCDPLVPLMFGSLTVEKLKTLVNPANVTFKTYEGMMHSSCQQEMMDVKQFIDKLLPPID
pPAFAH FP inh: pPAFAH enzyme inhibitors, primary screen, biochemical, fluorescence polarization, human. inhibition, % at 3.39 µM. recombinant pPAFAH, FP-rhodamine probe fluorescence polarization. 330,000 compounds, 1.5% hits. AID 463082, 2010. Platelet-activating factor acetylhydrolase (Homo sapiens), Q13093;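 active = inhibition above the mean inhibition across the screen plus 3 SD, cut at about 25% in these data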;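 note: inhibitors block binding of the rhodamine activity-based probe so polarization drops; 0% = enzyme with DMSO and 100% = wells lacking pPAFAH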
PAFAH1B3 FP inh: PAFAH1B3 enzyme inhibitors, primary screen, biochemical, fluorescence polarization, human | Platelet-activating factor acetylhydrolase IB subunit alpha1 (Homo sapiens), Q15102 | recombinant PAFAH1B3, FP-rhodamine probe | inhibition, % at 3.39 µM | 340,000 compounds, 0.28% hits;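 active = inhibition above the screen-wide average of all tested compounds plus 3 SD, cut at about 25% in these data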;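 note: 0% = enzyme with DMSO only and 100% = wells lacking PAFAH1B3 protein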
PREPL inh: PREPL enzyme inhibitors, primary screen, biochemical, fluorescence polarization. Prolyl endopeptidase-like (Homo sapiens), Q4J6C6. recombinant PREPL, fluorescence polarization activity-based probe. inhibition, % at 5.96 µM. 320,000 compounds, 0.68% hits. AID 2751, 2010; in the data active = inhibition above about 43%;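 note: 0% = enzyme with DMSO and 100% = wells lacking enzyme; many of its hits are not listed in these tables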
PAFAH1B2 inh: PAFAH1B2 enzyme inhibitors, primary screen, biochemical, fluorescence polarization, human; inhibition, % at 3.39 µM; 340,000 compounds, 1.2% hits; recombinant PAFAH1B2, FP-rhodamine activity probe;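 active = inhibition above the mean of all tested compounds plus 3 SD, cut at about 24% in these data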;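 note: 0% = enzyme with DMSO and 100% = wells lacking PAFAH1B2; many of its hits are not listed in these tables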
Target sequence (P68402 whole entry, looked up): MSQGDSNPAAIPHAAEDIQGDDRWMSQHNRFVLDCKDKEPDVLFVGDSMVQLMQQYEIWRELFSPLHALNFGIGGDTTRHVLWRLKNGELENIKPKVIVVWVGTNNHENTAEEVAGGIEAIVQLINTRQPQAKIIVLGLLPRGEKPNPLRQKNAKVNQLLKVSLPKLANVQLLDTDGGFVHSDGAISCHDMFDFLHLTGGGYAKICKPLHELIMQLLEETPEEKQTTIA
PAFAH2 inh: PAFAH2 enzyme inhibitors, primary screen, biochemical, fluorescence polarization, human; Platelet-activating factor acetylhydrolase 2, cytoplasmic (Homo sapiens), Q99487; recombinant PAFAH2, FP-rhodamine activity probe; inhibition, % at 3.39 µM; 340,000 compounds, 0.99% hits;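 active = inhibition above the mean over all tested compounds plus 3 SD, cut at about 30% in these data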;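 note: inhibitors block probe labeling of enzyme so polarization drops; 0% = enzyme with DMSO and 100% = wells lacking PAFAH2 protein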
LYPLA2 counter: LYPLA2 inhibitors, primary screen, counter-screen for PME1 inhibitor project, biochemical, fluorescence polarization, FP-Rh probe ABPP | Acyl-protein thioesterase 2 (Homo sapiens), O95372 | recombinant LYPLA2 | inhibition, % at 5.9 µM | 320,000 compounds, 0.38% hits | AID 2177, 2009;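 active = inhibition above the screen-wide mean plus 3 SD, limit set per campaign, cut at about 26% in these data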;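 note: 0% = LYPLA2 with DMSO and 100% = wells lacking LYPLA2 enzyme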
Target sequence (O95372 whole entry, looked up): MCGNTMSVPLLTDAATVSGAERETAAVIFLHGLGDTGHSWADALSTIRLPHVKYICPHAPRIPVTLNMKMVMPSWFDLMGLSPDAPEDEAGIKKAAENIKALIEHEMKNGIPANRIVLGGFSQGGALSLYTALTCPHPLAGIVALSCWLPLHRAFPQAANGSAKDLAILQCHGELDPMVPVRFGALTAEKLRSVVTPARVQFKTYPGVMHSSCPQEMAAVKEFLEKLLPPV
Starred values were filed as active, the others as inactive; . = no result given. This is a subset (hit frequency here may not be typical).

SMILES	GSTO1 counter	PAD4 FP inh	LYPLA1 counter	pPAFAH FP inh	PAFAH1B3 FP inh	PREPL inh	PAFAH1B2 inh	PAFAH2 inh	LYPLA2 counter
CCOc1ccc(NC(=O)CS(=O)CC(=O)N(CC(=O)NC(C)(C)C)C2CCCC2)cc1 (configuration not stated)	1	1	2	3	3	-4	6	5	-1
Cc1ccn2c(NC(=O)c3cccs3)c(-c3ccccc3)nc2c1	1	-2	5	8	3	6	-5	-2	-6
CNc1nccc(-c2ccc(Cl)cc2)c1C#N	11	-2	-4	4	3	-3	1	2	0
CC(C)(C)c1ccc(-c2noc(-c3ccno3)n2)cc1	1	-2	-1	0	10	2	6	8	-3
CCn1cc(CN2CCCC(CNC(=O)COc3ccccc3OC)C2)c(C)n1 (configuration not stated)	-4	0	-1	-3	-4	-6	0	2	2
Cn1cc([N+](=O)[O-])c(C(=O)N(Cc2ccccc2)Cc2ccccc2)n1	3	1	1	3	-2	11	-5	-6	6
CCN(CC)S(=O)(=O)c1ccc2c(c1)nc(SCC(=O)N1CCCCCC1)n2-c1ccc(OC)cc1	-9	2	6	17	2	20	0	5	2
CC1Sc2ccc(S(=O)(=O)CCC(=O)NCc3cccs3)cc2NC1=O (configuration not stated)	-2	-7	1	4	2	2	1	0	6
Cc1ccc(/C=C/C(=O)N2CCN(c3ncccn3)CC2)o1	1	1	-5	-4	0	14	3	0	-1
CCOC(=O)C1CCCN(C(=O)c2ccc([N+](=O)[O-])c(C)c2)C1 (configuration not stated)	0	0	11	3	9	6	2	-5	10
COc1cc(C(O)P(=O)(OC(C)C)c2ccc(N(C)C)cc2)cc(OC)c1OC (configuration not stated)	3	3	0	4	3	-1	4	3	5
CS(=O)(=O)N(CC(=O)N1CCCC1)c1ccc(OCc2ccccc2)cc1	-1	-8	1	-2	-2	13	7	-6	-5
CCC(CC)c1nnc(NC(=O)CCc2ccc(OC)cc2)s1	-3	0	-4	12	9	-1	-4	-11	4
Cc1ccc(CNc2nc(C)c(C(=O)N(C)C)s2)cc1	4	-4	3	3	3	15	16	-6	-1
Cn1c(Cc2ccccc2)nnc1SCc1ccc(C(=O)O)cc1	-2	-6	-3	-6	-1	2	7	-9	0
N#C/C=C/N1CCN(C(=O)c2ccco2)CC1	.	7	-5	1	10	1	1	0	-4
CCOC(=O)c1cc2c(=O)n3ccccc3nc2n(Cc2ccccc2)c1=N	5	-4	-3	-2	9	13	-2	4	-7
N=C1/C(=C\c2ccc(-c3cc(Cl)cc(Cl)c3)o2)C(=O)N=C2SC=C(c3ccccc3)N12	-10	-16	-5	12	-6	5	-5	-12	-8
CCN(CC)C(=O)CN1C(=O)NC2(CCc3ccccc3C2)C1=O (configuration not stated)	6	-2	2	0	11	1	12	5	-1
Cc1ccc(OCc2cc(C(=O)N3CCCC(O)C3)no2)cn1 (configuration not stated)	3	2	1	0	10	15	-1	2	0
CC(=O)c1sc(NC(=O)CCS(=O)(=O)c2ccc(C)cc2)nc1C	4	1	1	-2	12	-2	2	1	1
Cc1cccc2sc(N3CCN(C(=O)C4COc5ccccc5O4)CC3)nc12 (configuration not stated)	-3	4	-4	5	7	2	-3	4	-4
CSC1=NCCN1C(=O)c1cccc(Br)c1	9	-1	-2	3	1	2	8	-2	-2
COc1ccc(CCN(C)C(=O)c2ccc(S(=O)(=O)Nc3ccccc3C)cc2)cc1OC	-2	-4	-1	25*	.	12	.	.	-3
Cc1cc(=O)[nH]c(N/N=C/c2cccs2)n1	3	-3	-5	2	4	3	-2	4	-7
COC(=O)c1ccc(C2C(C#N)=C(N)Oc3cc(O)ccc32)cc1 (configuration not stated)	-4	1	5	-2	7	-8	-1	-2	3
CN(C1CCCCC1)S(=O)(=O)c1ccc(C(=O)Nc2sc3c(c2C(N)=O)CC(C)(C)NC3(C)C)cc1	2	0	-5	3	0	-4	-5	2	-4
COc1ccc(NC(=O)CSC(C)c2nc3ccccc3c(=O)[nH]2)cc1 (configuration not stated)	-1	-4	0	-5	7	8	6	-2	-2
C=CCNC(=O)/C(C#N)=C/c1ccc(OS(=O)(=O)c2ccc(C)cc2)c(OC)c1	-19	0	-2	0	-7	4	13	-1	0
O=C(O)c1cnccn1	13	-2	-5	-4	2	-3	0	4	1

By substructure, the entries above with a halogen.
SMILES	GSTO1 counter	PAD4 FP inh	LYPLA1 counter	pPAFAH FP inh	PAFAH1B3 FP inh	PREPL inh	PAFAH1B2 inh	PAFAH2 inh	LYPLA2 counter
CNc1nccc(-c2ccc(Cl)cc2)c1C#N	11	-2	-4	4	3	-3	1	2	0
N=C1/C(=C\c2ccc(-c3cc(Cl)cc(Cl)c3)o2)C(=O)N=C2SC=C(c3ccccc3)N12	-10	-16	-5	12	-6	5	-5	-12	-8
CSC1=NCCN1C(=O)c1cccc(Br)c1	9	-1	-2	3	1	2	8	-2	-2

New compounds follow.
SMILES	GSTO1 counter	PAD4 FP inh	LYPLA1 counter	pPAFAH FP inh	PAFAH1B3 FP inh	PREPL inh	PAFAH1B2 inh	PAFAH2 inh	LYPLA2 counter
COc1ccc(N(C(=O)c2ccco2)S(=O)(=O)c2cccc([N+](=O)[O-])c2)cc1	11	-2	0	0	7	20	-2	-1	2
O=C(Cn1nc(-c2ccccc2)ccc1=O)NCCCN1CCOCC1	-4	3	-3	6	4	-5	0	-1	0
CCOC(=O)C1CCCN(C(=O)c2cn(C)c(=O)c3cc(OC)c(OC)cc23)C1 (configuration not stated)	7	-4	-3	2	8	0	0	-2	2
COc1ccc(C(=O)NNC(=O)C2CC=CCC2)cc1 (configuration not stated)	-1	-4	-2	2	7	-6	3	-1	0
O=C(O)c1cn[nH]c1-n1cnnn1	3	-1	-1	4	11	-11	-2	0	-5
Cc1cc(C(=O)NN=C(CCC(=O)O)c2cccs2)c(C)o1	.	-2	.	5	10	9	3	0	.
COc1cccc(NC(=S)N(CCCN2CCCC2)Cc2ccco2)c1	6	-5	-2	-4	-5	13	4	5	0
Cn1cc(CCC(=O)N2CCCC(Nc3ccc(F)cc3)C2)cn1 (configuration not stated)	5	2	-3	-1	5	15	1	0	-6
NC(=O)NNC(=S)Nc1cccc2ccccc12	5	-1	0	7	6	4	-1	1	5
COc1ccc(CCNC(=O)C2(C)CCC(=O)N2Cc2ccc(F)cc2Cl)cc1OC (configuration not stated)	-3	0	0	1	5	14	6	-4	1
COC(CNC(=O)C(=O)Nc1ccc2c(c1)N(S(=O)(=O)c1cccs1)CCC2)OC	5	-1	0	8	6	-7	2	-6	3
CC1=CC(C)C2C(=O)N(CCC[N+](C)(C)C)C(=O)C2C1 (configuration not stated)	2	4	-4	0	7	1	-1	6	-8
Cc1cccc2cc3c(N)c(C(=O)N4CCOCC4)sc3nc12	-4	-5	-2	8	11	6	2	5	-3
NC(=O)C1CC(=O)N(c2ccc(OCc3c(Cl)cccc3Cl)cc2)C1 (configuration not stated)	-4	-1	-4	9	-8	17	-2	-5	0
CC(C)(C)c1ccc(S(=O)(=O)CCc2ccccn2)cc1	11	-3	7	3	3	-3	17	-4	6
COc1ccc(C(=O)N2CCC(C(=O)Nc3ccc4c(c3)OCCO4)CC2)cc1	-1	-2	4	-3	11	7	3	5	-1
CC1(c2ccccc2Br)NC(=O)N(CC(=O)N2CCc3ccccc3C2)C1=O (configuration not stated)	.	-7	.	3	8	9	1	2	.
O=C(c1ccc2c(c1)[nH]c(=S)n1c3ccccc3nc21)N1CCN(c2ncccn2)CC1	-7	-5	-1	4	8	-14	-6	-13	0
CCS(=O)(=O)c1nc(S(=O)(=O)c2ccc(Cl)cc2)c(N2CCC(C(N)=O)CC2)s1	-9	6	1	-4	6	10	4	-9	-1
Cn1c(CCN2CCN(c3ccccn3)CC2)nc2cc(NC(=O)COc3ccc([N+](=O)[O-])cc3)ccc21	9	2	5	6	1	8	1	5	-3
CC(C)NC(=O)N1CCN(c2ccncc2S(=O)(=O)N2CCOCC2)CC1	0	-5	-1	-4	-4	-6	-2	-1	-10
CCn1ncc(C2=NOC(C(=O)Nc3ccc(C)cc3)C2)c1C (configuration not stated)	-2	0	-3	-1	-10	8	3	-6	-3
N#C/C(C(=O)NCc1ccco1)=C1/SC(Cc2ccc(Cl)cc2)C(=O)N1c1ccccc1 (configuration not stated)	10	-10	-4	6	-5	5	6	-3	-5
CCc1ccc(NC(=O)CSc2nnc(Cc3cccn3C)n2-c2ccc(F)cc2)cc1	6	0	1	14	-1	15	0	4	-3
CCOc1ccc(C2C3=C(CCCC3=O)Nc3ccc4ncccc4c32)cc1 (configuration not stated)	7	1	-2	29*	7	3	1	0	-2
COc1ccccc1CCC(=O)N1CCN(C(=O)c2ccccc2)CC1	-1	-3	1	3	2	-10	0	0	-4
Cc1nnc(Nc2ccccc2)n(N)c1=O	11	-2	3	-1	-1	6	-4	-16	1
Cn1c(=O)oc2cc(S(=O)(=O)N3CCN(c4ccccc4F)CC3)ccc21	-6	-4	-2	-10	11	5	-4	-45	3
CC(C)(C)C1CCC(=O)C(C2(O)C(=O)Nc3ccccc32)C1 (configuration not stated)	-3	-7	0	5	10	2	27*	0	5
Cc1c(C2OC(=O)C3(CCCCC3)C(=O)C2(C)C)c(=O)n(-c2ccccc2)n1C (configuration not stated)	3	-2	0	5	6	5	7	6	0
CCOC(=O)c1c(NC(=O)C(Sc2ccccc2)c2ccccc2)sc(C(=O)N(C)C)c1C (configuration not stated)	2	-5	-6	6	-1	-10	-1	12	-4
O=C(Nc1ccc(S(=O)(=O)N2CCOCC2)cc1)c1ccc(Cl)s1	-8	1	-10	-7	-4	5	1	-8	-13
COc1ccccc1OCCn1cc(/C=C(\C#N)C(=O)NCc2ccco2)c2ccccc21	-3	1	1	3	-6	-18	-3	-1	-16
CCn1c(COc2ccccc2C)nnc1SCC(=O)N1CCCCC1	2	-4	1	5	-5	21	0	-5	6
Cc1ccc(S(=O)(=O)c2nc(N3CCOCC3)sc2Cl)cc1	0	-2	1	3	0	-2	6	8	6
CC1Cc2ccccc2N1C(=O)NC1CC(=O)N(c2ccc3c(c2)OCCO3)C1 (configuration not stated)	13	2	-2	2	-3	-3	1	1	-5
CNc1nc(N)c([N+](=O)[O-])c(NCC2CCCO2)n1 (configuration not stated)	-2	-2	3	1	-10	5	1	-1	0
CC1CCN(C(=O)c2ccc(NS(=O)(=O)c3cccs3)cc2)CC1	-6	-5	-2	6	0	2	3	2	0
C=CCn1c(=N)c(C(=O)NCCCOC)cc2c(=O)n3cccc(C)c3nc21	1	-2	1	6	-6	21	-1	-13	-2
O=C(CN1CCN(C2CCCCC2)CC1)Nc1ccc(Br)cc1	4	4	2	-4	2	8	-1	6	2
COc1cccc(-c2nnn(CC(=O)N(CC(C)C)C3CCS(=O)(=O)C3)n2)c1 (configuration not stated)	7	1	0	3	7	-2	1	6	-1
